# Screens: PubChem BioAssay, several laboratories
# M5 PAM: human M5 muscarinic receptor positive allosteric modulators, primary screen, CHO-K1 cells, Fluo-8 calcium fluorescence; Muscarinic acetylcholine receptor M5 (Homo sapiens), P08912; CHO-K1 hM5, ACh EC20 PAM; 0% = ACh EC20, 100% = ACh EC100; activation, % at 3 µM; actives 0.3% (n = 360,000); AID 624038, 2012;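 active = activation above the run cutoff, the mean activation of all test compounds plus 3 SD, cut at about 18% in these data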
# Target sequence (P08912 whole entry, looked up): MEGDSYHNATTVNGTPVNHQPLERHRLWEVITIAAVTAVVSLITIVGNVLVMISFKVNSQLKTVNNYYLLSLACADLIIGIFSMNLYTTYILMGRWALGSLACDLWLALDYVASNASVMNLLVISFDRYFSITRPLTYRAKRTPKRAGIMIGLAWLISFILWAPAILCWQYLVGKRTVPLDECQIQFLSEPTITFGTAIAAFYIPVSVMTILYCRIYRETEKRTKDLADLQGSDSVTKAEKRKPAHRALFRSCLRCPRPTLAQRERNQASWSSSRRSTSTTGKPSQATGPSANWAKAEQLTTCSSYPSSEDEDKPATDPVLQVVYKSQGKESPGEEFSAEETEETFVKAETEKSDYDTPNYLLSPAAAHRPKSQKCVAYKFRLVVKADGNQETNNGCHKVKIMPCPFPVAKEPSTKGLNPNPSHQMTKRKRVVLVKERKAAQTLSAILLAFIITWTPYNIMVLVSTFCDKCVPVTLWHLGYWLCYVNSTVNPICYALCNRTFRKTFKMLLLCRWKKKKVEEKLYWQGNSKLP
#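 Assay system – human M5 receptor in CHO-K1 cells · Read-out – % activation, ACh-normalized · Technique – Fluo-8 calcium fluorescence · Dosing – single-point, 3 µM nominal · Incubation – Fluo-8 loading 80 min at 37 °C plus 30 min room temperature · Repeats – singlicate, one well per test compound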
# M4 antag: human M4 muscarinic receptor antagonists, primary screen, CHO cells, Fluo-8 calcium fluorescence; actives 0.73% (n = 360,000); AID 624125, 2012; inhibition, % at 3 µM; CHO-hM4 cells, ACh EC80;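 active = inhibition above its plate's cutoff, the mean inhibition of sample wells plus 3 SD, cut at about 27% in these data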;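 also: 0% = acetylcholine EC80 with DMSO and 100% = DMSO without agonist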
# CHRM1 antagonist: human M1 muscarinic receptor antagonists, primary screen, CHO-K1 cells, Fluo-8 calcium fluorescence, 1536-well. CHO-K1 hM1, ACh EC80 antagonist. actives 1.3% (n = 360,000). Muscarinic acetylcholine receptor M1 (Homo sapiens), P11229. inhibition, % at 3 µM;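 active = percent inhibition above its own plate's cutoff, namely the mean of that plate's compound wells plus 3 SD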;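 also: peak over basal fluorescence ratio during 140 s after agonist addition; 0% = ACh EC80 plus DMSO and 100% = DMSO alone without agonist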
# Target sequence (P11229 whole entry, looked up): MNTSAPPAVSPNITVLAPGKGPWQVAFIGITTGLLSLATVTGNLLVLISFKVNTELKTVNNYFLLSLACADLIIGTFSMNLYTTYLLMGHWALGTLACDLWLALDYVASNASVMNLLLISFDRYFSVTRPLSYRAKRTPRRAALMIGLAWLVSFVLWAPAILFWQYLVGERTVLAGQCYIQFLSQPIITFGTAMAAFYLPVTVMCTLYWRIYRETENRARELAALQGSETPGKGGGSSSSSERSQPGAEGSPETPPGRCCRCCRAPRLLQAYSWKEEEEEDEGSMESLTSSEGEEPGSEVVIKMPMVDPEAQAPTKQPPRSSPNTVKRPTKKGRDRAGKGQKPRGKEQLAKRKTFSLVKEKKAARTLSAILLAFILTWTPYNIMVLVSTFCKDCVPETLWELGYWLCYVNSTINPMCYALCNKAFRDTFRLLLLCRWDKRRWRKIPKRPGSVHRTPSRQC
# M4 PAM: human M4 muscarinic receptor positive allosteric modulators, primary screen, CHO-K1 cells, Fluo-8 calcium fluorescence | actives 0.4% (n = 360,000) | Muscarinic acetylcholine receptor M4 (Homo sapiens), P08173 | AID 624126, 2012 | CHO-K1 hM4/Gqi5, ACh EC20; 0% = ACh EC20, 100% = maximal ACh | activation, % at 3 µM;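 active = activation above its plate's cutoff, the mean activation of sample wells plus 3 SD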; also: some results filed as inactive read as strong as hits
# M5 ag: human M5 muscarinic receptor agonists, primary screen, CHO-K1 cells, Fluo-8 calcium fluorescence; Muscarinic acetylcholine receptor M5 (Homo sapiens), P08912; CHO-K1 hM5 cells; 0% DMSO wells, 100% maximal acetylcholine response; activation, % at 3 µM; actives 0.19% (n = 360,000); AID 624037, 2012;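 active = activation above the run's mean over test compounds plus 3 SD, cut at about 23% in these data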;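 also: signal is peak over basal fluorescence ratio across the kinetic read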
# CRFBP-R2 agonist: agonists of CRF-BP/CRF-R2 complex, primary screen, cell-based, HEK293, calcium dye fluorescence, uHTS; actives 0.46% (n = 350,000); activation, % at 13.2 µM; CRF-binding protein / CRF receptor 2 complex (human); calcium dye fluorescence (FLIPR); percent of saturating CRF peptide response; AID 588473, 2011;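 active = activation of at least 50%, plus an integration ratio under a set limit after plate pattern correction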;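 also: plate controls were neutral control wells without compound for no effect and CRF at EC100 for full effect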
# M4 ag: human M4 muscarinic receptor agonists, primary screen, CHO-K1 cells, Fluo-8 calcium fluorescence; Muscarinic acetylcholine receptor M4 (Homo sapiens), P08173; CHO-K1 hM4/Gqi5; vehicle 0%, full acetylcholine response 100%; activation, % at 3 µM; actives 0.14% (n = 360,000);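 active = activation above the run mean over all test wells plus 3 SD, cut at about 32% in these data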;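 also: peak over basal fluorescence ratio per well then scaled between controls; 0% = DMSO wells and 100% = acetylcholine at EC100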
# M5 antag: human M5 muscarinic receptor antagonists, primary screen, CHO cells, Fluo-8 calcium fluorescence; Muscarinic acetylcholine receptor M5 (Homo sapiens), P08912; CHO-hM5 cells, ACh EC80; inhibition, % at 3 µM; actives 0.59% (n = 360,000); AID 624040, 2012;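 active = inhibition above a per-plate cutoff, the mean of that plate's test compounds plus 3 SD, cut at about 27% in these data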;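 also: 0% = acetylcholine EC80 with DMSO and 100% = DMSO without agonist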
# M1 PAM: human M1 muscarinic receptor positive allosteric modulators, primary screen, CHO-K1 cells, Fluo-8 calcium fluorescence, 1536-well | activation, % at 3 µM | CHO-K1 hM1, ACh EC20; 0% = ACh EC20, 100% = maximal ACh | Muscarinic acetylcholine receptor M1 (Homo sapiens), P11229 | actives 0.088% (n = 360,000); in the data active = activation above about 19%, passing the limit was not always enough
# * = called active by the depositor; . = no result given.
SMILES,M5 PAM,M4 antag,CHRM1 antagonist,M4 PAM,M5 ag,CRFBP-R2 agonist,M4 ag,M5 antag,M1 PAM
CN(c1cccc(NC(=O)COc2ccc(Cl)cc2Cl)c1)S(C)(=O)=O,-5,8,0,-11,-2,1.4,9,12,0
COc1ccc(C(=O)Nc2ccc3c4c(cccc24)CC3)cc1,4,8,-2,-1,-2,0.4,0,1,2
Cc1ccc(Oc2ccc(-c3nc(N)nc(N)n3)cc2)cc1C,0,-4,-14,9,5,1.6,2,8,10
CCOc1ccc(C(=O)Nc2ccc(NC(=O)c3ccco3)c(Cl)c2)cc1Br,-2,10,-11,-2,3,0.3,3,-4,6
CCOc1cccc(Nc2cc3n(c(=O)n2)CCc2cc(OC)c(OC)cc2-3)c1,1,15,-9,19,1,0.0,1,-2,8
O=S(=O)(c1cccs1)N1CCN(Cc2cccc(F)c2)CC1,-3,4,-5,-1,-6,0.7,0,-6,4
CCOC(=O)c1ccc(NC(=O)c2nccnc2C(=O)O)cc1,-10,-18,15,4,0,1.4,1,12,-4
CC(=O)Nc1ccc(C(=O)CSc2nc3ccc(C)cc3[nH]2)cc1,-2,-25,-11,10,-1,-0.7,9,-6,5
CCCCN(C(=O)CN1C(=O)C2CCCCC2C1=O)c1c(N)n(CCCC)c(=O)[nH]c1=O (stereo not given),0,-9,-17,7,-1,-0.8,1,3,14
Cc1ccc(-n2nc(C(=O)O)nc2-c2ccccc2)cc1,4,-17,-13,15,-4,-1.3,0,-9,4
C/C(=N\NC(=O)c1ccc(CSc2nncn2C)cc1)c1ccc(C#N)cc1,2,3,1,9,-1,0.2,0,5,-3
CCCCN(C(=O)Cc1cccs1)c1nnc(-c2cccnc2)s1,-21,-8,8,-7,-1,-2.9,12,-2,-5
COc1ccc(-n2c(SCCC#N)nnc2-c2cc(Cl)ccc2OC)cc1Cl,0,1,3,2,-10,3.4,2,11,4
CC(=O)c1cccc(OCC(O)CNCC2CCCCC2)c1 (stereo not given),-11,8,27,-9,-2,3.6,18,20,-13
COc1ccccc1N1CCN(C(CNS(=O)(=O)c2ccccc2)c2cccnc2)CC1 (stereo not given),2,-23,-10,5,-4,-2.6,3,2,7

# Of the compounds above, these have an aryl thioether with sulfur outside any ring.
SMILES,M5 PAM,M4 antag,CHRM1 antagonist,M4 PAM,M5 ag,CRFBP-R2 agonist,M4 ag,M5 antag,M1 PAM
CC(=O)Nc1ccc(C(=O)CSc2nc3ccc(C)cc3[nH]2)cc1,-2,-25,-11,10,-1,-0.7,9,-6,5
C/C(=N\NC(=O)c1ccc(CSc2nncn2C)cc1)c1ccc(C#N)cc1,2,3,1,9,-1,0.2,0,5,-3
COc1ccc(-n2c(SCCC#N)nnc2-c2cc(Cl)ccc2OC)cc1Cl,0,1,3,2,-10,3.4,2,11,4

# New compounds follow:
SMILES,M5 PAM,M4 antag,CHRM1 antagonist,M4 PAM,M5 ag,CRFBP-R2 agonist,M4 ag,M5 antag,M1 PAM
COc1ccccc1NC(=O)N(C)C[C@@H]1OCc2cnnn2CCCC(=O)N([C@H](C)CO)C[C@@H]1C,0,-6,-6,4,2,10,1,-7,2
CCOP(=O)(OCC)/C(C#N)=C/c1c[nH]c2ccccc12,-5,12,-7,-4,1,-0.9,2,1,2
COc1cccc(NC(=S)N(CCCN2CCOCC2)C(C)c2cc3ccccc3o2)c1 (stereo not given),7,5,4,-5,4,-0.7,-1,-5,-2
O=C(COC(=O)c1ccc([N+](=O)[O-])s1)Nc1cccc(S(=O)(=O)NC2=NCCCCC2)c1,0,3,-2,-3,-4,-1.0,4,6,5
Cc1ccc(C(=O)Nc2ncccc2O)o1,0,-4,-7,6,2,-2.0,0,1,7
COc1ccccc1N(CC(=O)NC(C)(C)C)C(=O)CCC(=O)Nc1ccccn1,2,-7,-17,7,-4,3.6,2,-6,13
CC(C)CNC(=O)c1ccccc1Oc1ccccc1,4,-4,-48,12,-5,-2.4,-1,2,3
COc1cccc(NC(=S)N2CCN(S(=O)(=O)c3ccccc3)CC2)c1,13,-5,-11,5,-4,-0.4,1,-26,12
CC(=O)c1ccc(S(=O)(=O)N2CCC(NC(=O)Nc3cccc(F)c3)CC2)cc1,-13,4,15,-12,0,-3.4,15,16,-9
CCOc1ccc(S(=O)(=O)N2CCOCC2)cc1NS(=O)(=O)c1ccc(OC)c([N+](=O)[O-])c1,-3,1,7,-6,0,-1.4,9,9,-7
CCOC(CNc1ncnc2c1cnn2C)OCC,5,-2,-2,-4,-1,-2.4,1,-1,5
O=C(COC(=O)COc1ccccc1)Nc1cccc([N+](=O)[O-])c1,0,2,0,-3,0,-2.8,3,4,4
CC(C)N1C(=O)/C(=C\c2nc3ccccc3c(=O)[nH]2)c2ccccc21,4,8,25,-11,16,-3.5,9,22,-2
CCC(C)C1Nc2ccc(C(=O)NCCc3ccc(OC)c(OC)c3)cc2NC1=O (stereo not given),-6,-1,3,-7,-2,0.1,6,13,-3
COc1ccc(N2CCN(S(=O)(=O)CCNC(=O)COc3ccc(Cl)cc3)CC2)cc1,-1,-13,0,13,0,-2.2,6,-3,1
Nc1nc(-c2ccccc2)nc2sc3c(c12)CCCC3,-3,-1,4,-2,-3,1.5,1,-2,-7
COc1ccc(NS(=O)(=O)c2cccc(C(=O)N3CCC3)c2)cc1,-1,-4,-6,3,1,0.1,2,-1,5
O=[N+]([O-])c1ccc(NC(=S)NCCc2ccccc2)cc1,-14,11,39*,-19,-1,29,11,27*,-28
O=[N+]([O-])c1ccc(S(=O)(=O)Nc2nnc(C3CCCCC3)s2)cc1,1,7,2,-4,-3,-0.6,-1,3,-2
O=C(Nc1cccc(Br)c1)c1ccc2c(c1)SC1=NS(=O)(=O)CCN12,5,-5,5,23*,1,-1.6,1,0,3
CC(C)c1cccc(-c2csc(C(O)c3cccc(Cl)c3)n2)c1 (stereo not given),-2,-12,-15,8,0,.,1,1,8
C=CCOC(=O)C1=C[C@@H](c2ccc(C(F)(F)F)cc2)C[C@@H](OCCCCO)O1,8,0,0,9,2,0.7,3,3,5
Clc1ccc(Cc2noc(-c3cccs3)n2)cc1,-3,10,10,-8,-6,-0.2,-2,-8,-5
COc1ccc(N2C(=O)NC(=O)C2=O)cc1,8,3,-5,-4,1,0.2,0,-16,5
NCc1oc(-c2ccccc2)cc1C(=O)O,2,-4,6,1,-1,-0.3,0,0,-3
Cc1c(/C=C/C(=O)c2ccc(O)cc2)cnn1C,0,-6,-5,7,0,-0.6,2,-11,7
COc1ccc(NS(=O)(=O)c2cccc(C(=O)N/N=C/c3cn(-c4ccccc4)nc3-c3ccc(OC)cc3)c2)cc1,6,5,-6,9,-2,0.3,0,9,1
Cc1cc(OCC(=O)OCC(=O)N(C)C2CCS(=O)(=O)C2)ccc1Cl (stereo not given),-5,5,9,-6,5,0.7,2,4,-2
O=C(NC1CC1)c1ccc2nc([C@H]3C[C@H](O)[C@@H](CO)O3)[nH]c2c1,0,-7,-10,11,0,.,1,0,4
Cc1noc(C)c1NC(=O)N(C)C[C@H]1Oc2ccc(NC(=O)C3CC3)cc2C(=O)N([C@H](C)CO)C[C@@H]1C,3,11,4,-2,2,0.2,0,-1,-4
CCOc1ccc(CCNC(=O)CS(=O)Cc2nc(-c3ccccc3C)oc2C)cc1OCC (stereo not given),0,1,5,4,0,-0.2,1,3,-3
CCOC(=O)c1ccc2c(c1)n(CC)c(/C=C/Nc1ccccc1)[n+]2CC,-4,-5,10,5,-1,0.4,0,4,-8
CC1CCCCN1C(=O)COC(=O)c1n[nH]c2ccccc12 (stereo not given),-11,0,-4,-5,-1,1.6,2,0,6
CCn1cnc2c1c(=O)n(CC(=O)NCc1ccccc1)c(=O)n2Cc1ccccc1,8,-15,-13,-2,3,-5.0,1,-4,13
O=C1NC[C@@H](CCCCN2C[C@H](Cc3ccccc3)N(Cc3ccccc3)C(=O)C2=O)N(CCc2ccccc2)C1=O,0,4,.,-3,-5,.,0,3,.
Cc1ccccc1Nc1nc(N)nc(COC(=O)CCNS(=O)(=O)c2ccccc2)n1,-9,0,-11,1,2,0.5,14,12,7
COc1ccc(N2CCN(C(=O)CS(=O)Cc3nc(-c4ccc(OC)c(OC)c4)oc3C)CC2)cc1 (stereo not given),-4,9,21,1,-1,-0.2,1,11,-9
CC(C)CCSc1nnc(Cn2c(=O)sc3ccccc32)n1C,-1,-8,-10,1,-1,0.7,0,-1,3
C=CCNc1ncnc2c1ncn2[C@H]1CN(Cc2cccs2)C[C@@H](CO)O1,-4,-13,-11,3,0,.,2,10,4
CCOc1cc(/C=N/n2cnnc2)cc(Br)c1O,0,1,-9,2,-1,-1.6,0,-2,3

# Retrieved one by one from the list above:
SMILES,M5 PAM,M4 antag,CHRM1 antagonist,M4 PAM,M5 ag,CRFBP-R2 agonist,M4 ag,M5 antag,M1 PAM
CCOC(=O)c1ccc2c(c1)n(CC)c(/C=C/Nc1ccccc1)[n+]2CC,-4,-5,10,5,-1,0.4,0,4,-8
C=CCNc1ncnc2c1ncn2[C@H]1CN(Cc2cccs2)C[C@@H](CO)O1,-4,-13,-11,3,0,.,2,10,4

# Just M5 ag, M5 antag and CHRM1 antagonist, for some of the entries so far:
smiles,M5 ag,M5 antag,CHRM1 antagonist
O=C1NC[C@@H](CCCCN2C[C@H](Cc3ccccc3)N(Cc3ccccc3)C(=O)C2=O)N(CCc2ccccc2)C1=O,-5,3,.
Cc1ccccc1Nc1nc(N)nc(COC(=O)CCNS(=O)(=O)c2ccccc2)n1,2,12,-11
COc1ccc(N2CCN(C(=O)CS(=O)Cc3nc(-c4ccc(OC)c(OC)c4)oc3C)CC2)cc1 (stereo not given),-1,11,21
CC(C)CCSc1nnc(Cn2c(=O)sc3ccccc32)n1C,-1,-1,-10
